M5 PAM: potentiates acetylcholine response at human M5 receptor | CHO-K1 hM5, Fluo-8 calcium, ACh EC20 PAM; 0% = ACh EC20, 100% = ACh EC100 | activation, % at 3 µM | AID 624038 | 360,000 compounds, 0.3% hits | P08912;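 active = activation above the run cutoff, the mean activation of all test compounds plus 3 SD, cut at about 18% in these data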
Target sequence (P08912 whole entry, looked up): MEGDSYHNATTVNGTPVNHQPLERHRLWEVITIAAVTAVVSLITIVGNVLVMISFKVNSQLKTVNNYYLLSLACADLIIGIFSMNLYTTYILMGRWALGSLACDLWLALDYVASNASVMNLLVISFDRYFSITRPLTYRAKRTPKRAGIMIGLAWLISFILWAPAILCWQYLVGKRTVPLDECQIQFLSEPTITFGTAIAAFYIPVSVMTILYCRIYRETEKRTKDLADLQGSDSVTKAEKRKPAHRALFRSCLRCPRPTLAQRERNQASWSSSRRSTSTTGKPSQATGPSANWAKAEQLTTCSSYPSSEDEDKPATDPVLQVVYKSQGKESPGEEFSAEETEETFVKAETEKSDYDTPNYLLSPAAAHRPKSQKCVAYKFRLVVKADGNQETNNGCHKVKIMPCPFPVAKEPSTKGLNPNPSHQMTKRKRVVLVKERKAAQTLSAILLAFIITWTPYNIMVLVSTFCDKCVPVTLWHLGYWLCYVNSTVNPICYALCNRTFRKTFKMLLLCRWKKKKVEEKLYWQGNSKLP
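System – CHO-K1 hM5 cells · Compound – 3 µM, single dose · Incubation – compound preincubation 140 s before EC20 acetylcholine addition · Technique – Fluo-8 calcium fluorescence · Measure – Max/basal fluorescence ratio as % of EC20–EC100 ACh window · Benchmarks – low control EC20 acetylcholine (0%), high control EC100 acetylcholine (100%) · Replication – singlicate, one well per test compound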
CRFBP-R2 block: blocks CRF-induced signaling of the CRF-BP/CRF-R2 complex; HEK293 CRF-R2/CRF-BP, CRF-induced calcium fluorescence; 350,000 compounds, 0.59% hits; inhibition, % at 11.8 µM;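 active = inhibition of the ligand-induced calcium signal above about 50% at the single tested concentration, limit read from the data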
TAAR1 antag: human TAAR1 antagonism. Q96RJ0. 360,000 compounds, 1.5% hits. CHO RD-HGA16 TAAR1, Fluo-8 calcium fluorescence, antagonist. inhibition, % at 3 µM;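 active = inhibition above a per-plate cutoff, the mean inhibition of test compounds on that plate plus 3 SD, cut at about 49% in these data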;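 also: 0% = DMSO plus EC80 beta-PEA response and 100% = DMSO alone without agonist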
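Test system: RD-HGA16 CHO cells with stable hTAAR1 and Gα16 / Probe or stimulus: EC80 β-phenethylamine stimulus / Times: seeding 17-24 h prior, 75-min 37 °C, 30-min RT dye loading / Detection: Fluo-8 calcium-sensitive fluorescence / Read-out basis: % inhibition scaled between DMSO and EC80 PEA controls / Repeats: singlicate, one well per test compound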
CRFR2-BP ag: CRF-BP/CRF-R2 complex agonism; HEK293 CRF-R2/CRF-BP, calcium dye fluorescence (FLIPR); percent of saturating CRF peptide response; 350,000 compounds, 0.46% hits; AID 588473; activation, % at 13.2 µM;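 active = activation of at least 50%, plus an integration ratio under a set limit after plate pattern correction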;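 also: plate controls were neutral control wells without compound for no effect and CRF at EC100 for full effect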
CHRM4 PAM: positive allosteric modulators of human muscarinic M4 receptor; P08173; CHO-K1 hM4/Gqi5, Fluo-8 calcium fluorescence, ACh EC20; 0% = ACh EC20, 100% = maximal ACh; activation, % at 3 µM; 360,000 compounds, 0.4% hits;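 active = activation above its plate's cutoff, the mean activation of sample wells plus 3 SD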; also: some results filed as inactive read as strong as hits
Target sequence (P08173 whole entry, looked up): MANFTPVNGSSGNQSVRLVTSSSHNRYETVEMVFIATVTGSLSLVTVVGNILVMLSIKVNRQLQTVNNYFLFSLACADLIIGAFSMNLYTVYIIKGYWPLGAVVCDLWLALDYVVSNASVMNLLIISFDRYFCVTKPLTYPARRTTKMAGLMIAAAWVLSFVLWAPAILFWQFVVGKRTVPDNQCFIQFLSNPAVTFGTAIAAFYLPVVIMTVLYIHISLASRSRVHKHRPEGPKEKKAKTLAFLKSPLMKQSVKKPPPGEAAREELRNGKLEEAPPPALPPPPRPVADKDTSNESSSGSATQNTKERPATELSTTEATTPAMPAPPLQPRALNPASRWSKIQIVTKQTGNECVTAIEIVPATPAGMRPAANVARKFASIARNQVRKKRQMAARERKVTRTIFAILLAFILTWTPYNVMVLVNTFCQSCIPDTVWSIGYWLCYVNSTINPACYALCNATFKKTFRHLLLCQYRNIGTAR
TAAR1 ag: agonists of human TAAR1; Q96RJ0; CHO RD-HGA16 TAAR1, Fluo-8 calcium fluorescence; vehicle wells 0%, saturating PEA agonist 100%; activation, % at 3 µM; 360,000 compounds, 0.99% hits;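 active = activation above the mean activation of all test compounds in the run plus 3 SD, cut at about 38% in these data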
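Assay system: CHO-derived RD-HGA16 cells with stable Gα16 and human TAAR1; timing: 17-24 h seeding, 75 min 37 °C dye, 30 min RT; read-out: % activation from peak over basal fluorescence ratio, DMSO-to-PEA scaled; measured by: kinetic Fluo-8 calcium fluorescence; benchmarks: low control DMSO, high control PEA (EC100); doses: 3 µM single concentration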
M5 antag: CHRM5 antagonism in calcium assay. P08912. CHO-hM5 cells, Fluo-8 calcium fluorescence, ACh EC80. inhibition, % at 3 µM. 360,000 compounds, 0.59% hits;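 active = inhibition above a per-plate cutoff, the mean of that plate's test compounds plus 3 SD, cut at about 27% in these data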;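 also: 0% = acetylcholine EC80 with DMSO and 100% = DMSO without agonist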
CHRM5 agonist: agonists of human muscarinic M5 receptor (CHRM5). CHO-K1 hM5 cells, Fluo-8 calcium fluorescence; 0% DMSO wells, 100% maximal acetylcholine response. activation, % at 3 µM. 360,000 compounds, 0.19% hits;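 active = activation above the run's mean over test compounds plus 3 SD, cut at about 23% in these data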;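 also: signal is peak over basal fluorescence ratio across the kinetic read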
M1 PAM parental: M1 PAM counterscreen hit in parental CHO-K1 cells; ATP EC20, Fluo-8 calcium fluorescence; 0% at ATP EC20, 100% at ATP max; 360,000 compounds, 0.02% hits; activation, % at 3 µM;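 active = activation above the run cutoff, the mean activation of all test compounds plus 3 SD, cut at about 40% in these data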;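 also: peak over basal fluorescence ratio in a 140 s read after ATP addition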
Starred values were filed as active, the others as inactive; . = not tested or not shown.

1. COCCn1c(N)c(NCc2ccccc2)c(=O)n(CC(=O)Nc2cc(C)ccc2C)c1=O
2. CCOCCCNC(=O)c1ccc(N(C)S(=O)(=O)c2ccc(OC)cc2)cc1
3. COCCn1c(SCC(=O)N(C)c2c(N)n(Cc3ccccc3)c(=O)[nH]c2=O)nnc1-c1cccc(C)c1
4. Cc1cccc(S(=O)(=O)N(C)C[C@H]2OCc3cn(nn3)CCCC(=O)N([C@@H](C)CO)C[C@@H]2C)c1
5. COc1cc2c(c(OC)c1OC)-c1ccc(N(C)CC(OC)OC)c(=O)cc1[C@@H](NC(C)=O)CC2
6. CCOC(=O)C1=C(C)NC(C)=C(C(=O)OCC)C1C(=O)OCC(=O)Nc1ccc(NC(C)=O)cc1
7. C/C(=N/NC(=O)CNC(=O)c1cccs1)c1ccc(Cl)cc1
8. CC1(C(=O)NCc2ccc3c(c2)OCO3)CCN1C(=O)Cc1cccc2ccccc12 (stereo not drawn)
Compound	1	2	3	4	5	6	7	8
M5 PAM	-8.8	-3.5	2.2	0.5	-0.8	-3.5	5.2	-1.6
CRFBP-R2 block	-2.4	-7.4	0.9	5.8	-4.5	-12.0	-5.5	.
TAAR1 antag	12.0	-3.1	-5.5	-6.6	7.8	7.8	-15.4	22.1
CRFR2-BP ag	-2.1	1.7	0.5	0.8	-0.1	1.5	-1.8	.
CHRM4 PAM	2.2	-2.4	-2.2	4.1	0.5	-4.5	-5.3	-0.9
TAAR1 ag	2.3	8.5	2.0	-0.1	-0.1	2.2	2.3	2.0
M5 antag	-2.8	5.0	-13.5	2.0	-0.3	-1.1	-11.2	-1.9
CHRM5 agonist	3.1	1.2	-2.4	-0.4	-0.9	-1.0	-2.8	0.7
M1 PAM parental	-0.8	19.1	11.2	5.8	-9.1	2.0	-9.3	31.5

9. Nc1ccc(N=Nc2ccccc2)c(N)n1
10. COC(=O)c1sccc1NC(=O)/C=C\c1ccc(Cl)cc1Cl
11. Cn1cc(S(=O)(=O)CC(=O)Nc2ccc3c(c2)OCO3)c2ccccc21
12. CCCCNC(=O)c1cc2cc(OC)ccc2[nH]1
13. NC1=NC(=O)C(=Cc2ccccc2)S1
14. COc1cccc(N2CCN(C(=O)c3ccc(CS(=O)Cc4ccc(C)cc4)o3)CC2)c1 (stereo not drawn)
15. Cc1cnc(NC(=O)CN(C)S(=O)(=O)c2ccc(Cl)cc2)s1
16. CCCCCOC(=O)CC(C(=O)OCCCCC)N1CCCCC1 (stereo not drawn)
Compound	9	10	11	12	13	14	15	16
M5 PAM	3.4	-0.8	-4.7	2.3	2.9	-4.5	-3.4	-1.8
CRFBP-R2 block	-25.4	13.2	-9.5	6.6	8.3	-0.3	-11.1	-1.8
TAAR1 antag	-14.0	1.3	-7.8	-7.7	-14.6	15.8	-7.2	-17.5
CRFR2-BP ag	-1.6	-0.3	0.1	-2.8	-3.1	-3.4	0.8	1.1
CHRM4 PAM	3.8	11.2	12.7	4.6	3.5	-4.0	2.2	2.3
TAAR1 ag	7.7	-0.8	-1.3	13.3	-0.8	4.0	1.8	-2.3
M5 antag	-1.7	-14.0	-1.9	-3.0	-7.9	4.7	5.6	-0.2
CHRM5 agonist	2.8	-3.6	-0.6	-0.1	2.2	2.7	-0.5	2.6
M1 PAM parental	12.3	6.9	3.1	-16.4	-8.5	-6.0	-1.5	-6.5

17. COc1ccc(N/N=C(\C#N)C(N)=O)cc1
18. Cc1cc(Nc2ccc(C)c(Cl)c2)nc(N2CCOCC2)n1
19. CCOC(=O)N1CCN(C(=O)C2CCN(C(=O)c3cc(OC)cc(OC)c3)CC2)CC1
20. CC1(C)Cc2c(sc(NC(=O)C(=O)NCCCN3CCOCC3)c2C(N)=O)CO1
21. Cc1c(C)n(CC(O)CN2C(=O)c3ccccc3S2(=O)=O)c2ccccc12 (stereo not drawn)
22. CC(C)N(Cc1ccccc1)S(=O)(=O)N(C)C
23. O=Cc1ccc(-n2nncc2-c2ccc([N+](=O)[O-])cc2)cc1
24. CC1(C)CC(=O)C2=C(C1)c1c(ccc3ccccc13)NC2c1ccc(OCC(=O)O)cc1 (stereo not drawn)
Compound	17	18	19	20	21	22	23	24
M5 PAM	7.2	-4.1	6.4	3.8	-2.8	1.3	1.2	-0.7
CRFBP-R2 block	6.1	-19.4	-4.9	-7.9	-44.2	10.7	14.8	5.3
TAAR1 antag	10.2	-7.0	7.2	-7.9	18.1	18.6	12.4	-31.1
CRFR2-BP ag	-0.8	-0.6	2.3	1.2	0.5	-0.7	-0.1	-0.6
CHRM4 PAM	3.1	-2.3	0.8	10.8	2.6	-0.2	3.9	1.5
TAAR1 ag	-0.8	1.4	1.5	0.9	19.9	5.8	-0.7	-0.5
M5 antag	-0.2	10.9	-6.7	-13.0	3.0	-5.1	3.0	6.0
CHRM5 agonist	-0.4	-6.8	-2.6	-4.0	2.7	-1.9	-1.9	2.2
M1 PAM parental	27.7	15.5	27.6	21.5	6.8	14.5	13.5	-1.3

25. CCOc1ccc(N(CC(=O)Nc2ccccc2C(=O)N2CCOCC2)S(=O)(=O)c2ccc(F)cc2)cc1
26. Cn1nnnc1SCC(=O)N1c2ccccc2Sc2ccc(Cl)cc21
27. COc1ccc2c(c1)-c1ccccc1S(=O)(=O)N2C(C)=O
28. O=C(NCc1ccco1)c1cc2cc3ccc(Cl)cc3nc2o1
29. c1cn(CC2(Cn3ccnc3)COC2)cn1
30. CCOP(=O)(OCC)c1nc(-c2cccc([N+](=O)[O-])c2)oc1N1CCCCC1
31. CCOc1ccc(-c2cn3ccccc3n2)cc1
32. O=C(NNC(=O)c1cccnc1)NC12CC3CC(CC(C3)C1)C2
Compound	25	26	27	28	29	30	31	32
M5 PAM	-1.1	-13.0	-0.8	-1.4	-4.1	-4.2	-0.4	-1.3
CRFBP-R2 block	-3.4	-0.7	-1.1	-9.2	12.3	-12.2	-5.5	-3.1
TAAR1 antag	-6.9	13.9	-12.5	-1.2	-8.0	-18.3	-29.1	4.8
CRFR2-BP ag	-0.8	4.1	-2.9	-1.6	3.6	0.2	-1.8	-0.3
CHRM4 PAM	-0.4	-13.2	10.8	7.7	3.9	-7.1	7.4	-3.9
TAAR1 ag	3.4	10.4	11.6	2.5	13.0	22.6	1.1	0.7
M5 antag	5.7	9.5	-1.1	-3.4	-5.8	5.5	6.7	0.9
CHRM5 agonist	1.2	-11.9	-1.8	-6.2	-4.4	-6.4	-0.9	-0.3
M1 PAM parental	24.1	14.9	14.8	9.4	-5.4	5.2	5.3	13.4

33. O=C(Nc1ccc2c(c1)OCCO2)C(c1ccnc2ccccc12)N1CCC(Cc2ccccc2)CC1 (stereo not drawn)
34. CN(CC(=O)Nc1ccc(F)cc1)C(=O)CSc1nncs1
35. CCCCSCCCNC(=O)C1CCC(CNS(=O)(=O)c2ccc(NC(C)=O)cc2)CC1 (stereo not drawn)
36. Cc1cc(N2CCCCC2)nc(N2CCCCC2)n1
37. C[n+]1cccc(C(=O)O)c1
38. Oc1c(C(c2ccccc2)N2CCc3ccccc3C2)sc2ncnn12 (stereo not drawn)
39. CCc1ccc(OCCCC(=O)Nc2nccs2)cc1
40. O=C(Nc1cnccn1)Nc1ccccc1F
Compound	33	34	35	36	37	38	39	40
M5 PAM	7.6	7.8	0.3	0.3	-1.0	1.1	-9.0	-7.8
CRFBP-R2 block	.	5.2	-8.8	0.8	17.1	1.1	1.6	5.6
TAAR1 antag	-22.8	-7.5	-15.6	-11.2	-8.7	-13.4	8.0	-22.4
CRFR2-BP ag	.	0.1	0.4	0.3	-0.5	-0.3	0.4	-1.8
CHRM4 PAM	-7.0	9.7	-2.6	-8.5	-3.7	-1.9	-4.0	-3.8
TAAR1 ag	1.4	0.9	2.4	9.8	0.2	64.6*	3.0	2.3
M5 antag	9.4	-5.1	11.8	-0.8	2.3	1.4	6.4	20.7
CHRM5 agonist	7.1	-1.5	1.0	-6.3	5.9	1.1	-4.7	-3.0
M1 PAM parental	30.0	-4.0	-4.1	23.4	-0.2	22.8	0.5	8.9

One compound at a time, as listed above. Screens in order: M5 PAM	CRFBP-R2 block	TAAR1 antag	CRFR2-BP ag	CHRM4 PAM	TAAR1 ag	M5 antag	CHRM5 agonist	M1 PAM parental
COc1cccc(N2CCN(C(=O)c3ccc(CS(=O)Cc4ccc(C)cc4)o3)CC2)c1 (stereo not drawn) reads -4.5	-0.3	15.8	-3.4	-4.0	4.0	4.7	2.7	-6.0
CCOc1ccc(-c2cn3ccccc3n2)cc1 reads -0.4	-5.5	-29.1	-1.8	7.4	1.1	6.7	-0.9	5.3

Other entries:
41. Cc1cccc(C(=O)NCCCNC(=O)c2cccc(C)c2)c1
42. CCCCN(C=O)c1c(CC)nc2ccc(C(=O)Nc3cc(-c4ccccc4)ccc3OC)cn12
43. COc1cc2[nH]c(=O)n(Cc3ccccc3Cl)c(=O)c2cc1OC
44. O=C(c1ccco1)N1CCN(C(=O)N2CCOCC2)CC1
45. c1ccc2c(c1)-c1cccc3cncc-2c13
Compound	41	42	43	44	45
M5 PAM	0.7	-5.5	3.9	-3.5	3.1
CRFBP-R2 block	-16.1	.	-4.5	3.9	-1.7
TAAR1 antag	-8.9	4.7	0.5	-8.3	-0.6
CRFR2-BP ag	-1.1	.	5.4	-0.1	-4.3
CHRM4 PAM	-1.7	-8.0	-1.8	4.9	4.2
TAAR1 ag	5.3	-1.2	1.7	2.1	0.3
M5 antag	-6.2	-1.6	4.7	-1.5	8.5
CHRM5 agonist	-2.3	-2.6	1.3	2.6	-3.6
M1 PAM parental	12.5	18.5	14.9	23.4	27.6

Down the list, quoted from above:
Nos. 41 to 44 in TAAR1 ag: 5.3, -1.2, 1.7, 2.1
Nos. 41 to 44 in TAAR1 antag: -8.9, 4.7, 0.5, -8.3
Nos. 41 to 44 in M1 PAM parental: 12.5, 18.5, 14.9, 23.4

Not a hit list; any-hit rate near 4.2%.
